CHO parental Ca: signal in parental CHO cells, OX1R antagonist counter-screen. parental CHO-K1, ATP-induced calcium, Fluo-8 fluorescence. inhibition, % at 5.6 µM. hit rate 0.63% among 330,000. AID 463079;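 active = inhibition above that plate's mean sample inhibition plus 3 SD, cut at about 26% in these data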;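 also: 0% = ATP-challenged DMSO wells and 100% = DMSO wells without ATP; some compounds past the cut are filed as inactive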
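material = parental CHO cells | also added = ATP as calcium-mobilizing challenge | dosing = single point at 5.6 µM | detection = intracellular calcium via Fluo-8 no-wash fluorescent dye | read-out = % inhibition | benchmarks = low control ATP plus DMSO, high control DMSO only | repeats = one well per compound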
CHO-K1 Ca ag: M1 agonist counterscreen hit in parental CHO-K1 cells; Fluo-8 calcium fluorescence; scaled to maximal ATP response, vehicle zero; activation, % at 3 µM; hit rate 0.48% among 360,000; AID 602248; in the data active = activation above about 15%;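 also: untransfected CHO-K1 host cells lacking M1 receptor as counterscreen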
M1 PAM parental: nonselective activator or artifact in parental CHO-K1 calcium assay | ATP EC20, Fluo-8 calcium fluorescence; 0% at ATP EC20, 100% at ATP max | activation, % at 3 µM | hit rate 0.02% among 360,000 | AID 602247;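 active = activation above the run cutoff, the mean activation of all test compounds plus 3 SD, cut at about 40% in these data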;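 also: peak over basal fluorescence ratio in a 140 s read after ATP addition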
TAAR1 antagonist: antagonists of human TAAR1; Q96RJ0; CHO RD-HGA16 TAAR1, Fluo-8 calcium fluorescence, antagonist; inhibition, % at 3 µM; hit rate 1.5% among 360,000;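 active = inhibition above a per-plate cutoff, the mean inhibition of test compounds on that plate plus 3 SD, cut at about 49% in these data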;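 also: 0% = DMSO plus EC80 beta-PEA response and 100% = DMSO alone without agonist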
Target sequence (Q96RJ0 whole entry, looked up): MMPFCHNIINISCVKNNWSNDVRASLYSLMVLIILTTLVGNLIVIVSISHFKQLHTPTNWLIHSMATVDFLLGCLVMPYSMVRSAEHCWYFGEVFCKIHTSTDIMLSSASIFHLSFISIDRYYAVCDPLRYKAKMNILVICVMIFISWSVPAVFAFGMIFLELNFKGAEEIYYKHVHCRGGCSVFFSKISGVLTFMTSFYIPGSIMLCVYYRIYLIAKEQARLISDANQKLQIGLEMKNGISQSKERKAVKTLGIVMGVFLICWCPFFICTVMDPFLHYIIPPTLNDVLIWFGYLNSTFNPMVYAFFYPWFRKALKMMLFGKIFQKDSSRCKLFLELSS
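Test system: CHO RD-HGA16 cells bearing hTAAR1 | Reagent: β-PEA, EC80 | Compound dosing: 3 µM, single point | Schedule: Dye loading 75 min at 37 °C, then 30 min room temperature | Signal: Calcium fluorescence with Fluo-8 | Evaluation: Percent inhibition of PEA-evoked calcium signal, max/basal emission ratio | Control set: DMSO-only wells and EC80 β-PEA-stimulated wells | Repeats: Singlicate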
CHO-K1 Ca antag: counter-screen for M1 antagonists: effect in parental CHO-K1 cells; ATP-induced calcium, Fluo-8 fluorescence; inhibition, % at 3 µM; hit rate 0.6% among 360,000;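 active = inhibition above a per-plate cutoff, the plate's mean sample inhibition plus 3 SD, cut at about 24% in these data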;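 also: 0% = DMSO plus EC80 ATP and 100% = DMSO alone without ATP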
CHRM1 antagonist: human CHRM1 antagonism. hit rate 1.3% among 360,000. P11229. AID 588852. CHO-K1 hM1, Fluo-8 calcium fluorescence, ACh EC80 antagonist. inhibition, % at 3 µM;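 active = percent inhibition above its own plate's cutoff, namely the mean of that plate's compound wells plus 3 SD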;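 also: peak over basal fluorescence ratio during 140 s after agonist addition; 0% = ACh EC80 plus DMSO and 100% = DMSO alone without agonist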
Target sequence (P11229 whole entry, looked up): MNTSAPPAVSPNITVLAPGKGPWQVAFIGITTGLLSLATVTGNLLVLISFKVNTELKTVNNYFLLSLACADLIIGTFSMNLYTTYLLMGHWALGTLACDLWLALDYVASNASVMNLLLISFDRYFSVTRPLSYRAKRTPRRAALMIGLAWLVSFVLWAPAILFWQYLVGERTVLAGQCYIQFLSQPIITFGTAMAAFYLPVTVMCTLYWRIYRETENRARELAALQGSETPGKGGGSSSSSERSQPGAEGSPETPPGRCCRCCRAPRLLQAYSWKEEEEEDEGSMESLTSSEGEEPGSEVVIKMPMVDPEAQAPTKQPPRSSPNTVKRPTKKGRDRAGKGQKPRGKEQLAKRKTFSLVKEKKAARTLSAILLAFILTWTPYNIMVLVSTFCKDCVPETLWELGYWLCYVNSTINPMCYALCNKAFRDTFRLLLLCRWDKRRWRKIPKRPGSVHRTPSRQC
OXTR potentiate: potentiates the human oxytocin receptor response | P30559 | CHO-OTR cells, Fluo-8 calcium fluorescence, potentiator mode; 0% = oxytocin EC15, 100% = EC100 | activation, % at 3 µM | hit rate 0.061% among 320,000 | AID 2445;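 active = activation above that plate's cutoff, the mean activation of tested compounds plus 3 SD, cut at about 6.6% in these data, passing the limit was not always enough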;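 also: 100% uses oxytocin at 75 nM as the full agonist control; some results filed as inactive read as strong as hits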
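Assay system: CHO cell line stably expressing human OTR. Reagent: EC15 oxytocin agonist. Dosing: single dose, 3.0 µM nominal final compound concentration. Timing: compound 6 min at room temperature before oxytocin, 100 s read. Signal: kinetic Fluo-8 calcium fluorescence. Controls: oxytocin EC15 low and EC100 high.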
CHRM1 agonist: human M1 muscarinic receptor agonism; P11229; CHO-K1 hM1, Fluo-8 calcium fluorescence, agonist mode; 0% DMSO, 100% acetylcholine EC100; activation, % at 3 µM; hit rate 0.33% among 360,000;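 active = activation above the run's mean compound activation plus 3 SD, cut at about 16% in these data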;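 also: peak over basal fluorescence ratio within a 140 s kinetic read after compound addition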
TAAR1 agonist: human TAAR1 agonism. Q96RJ0. CHO RD-HGA16 TAAR1, Fluo-8 calcium fluorescence; vehicle wells 0%, saturating PEA agonist 100%. activation, % at 3 µM. hit rate 0.99% among 360,000. AID 624467;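 active = activation above the mean activation of all test compounds in the run plus 3 SD, cut at about 38% in these data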
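Benchmarks: low control DMSO, high control PEA (EC100); System: CHO RD-HGA16 cells carrying human TAAR1 plus Gα16; Detection: Fluo-8 fluorescence, 5 s baseline then 140 s kinetic read; Schedule: 17-24 h plating, Fluo-8 75 min 37 °C, 30 min RT; Read-out basis: % activation from peak over basal fluorescence ratio, DMSO-to-PEA scaled.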
Starred values were filed as active, the others as inactive; nt = no result given.

SMILES	CHO parental Ca	CHO-K1 Ca ag	M1 PAM parental	TAAR1 antagonist	CHO-K1 Ca antag	CHRM1 antagonist	OXTR potentiate	CHRM1 agonist	TAAR1 agonist
O=C(NC1CCCC1)c1cc(S(=O)(=O)N2CCCC2)ccc1Cl	-4	0.4	16	-1	-5	-8	-6	-2	0
CNC(=O)CCc1ccc(OC)cc1	-12	0.4	6	-8	-2	-14	-4	1	3
CCN1CCN(c2cc(=O)n(Cc3ccc(F)cc3)c(=O)[nH]2)CC1	-8	1.5	2	4	-13	-18	-1	-8	4
Cc1csc(=O)n1CCC(=O)OCc1nnc(-c2ccccc2)o1	-15	0.6	7	-9	4	-3	-5	-1	2
CCOC(=O)Cc1nc2ccccc2n(CC#N)c1=O	1	8.8	1	14	5	2	5	-15	6
NC(=O)c1c(NC(=O)CSc2nnc(-c3ccco3)n2-c2ccccc2)sc2c1CCC2	-13	0.0	0	-2	-1	-6	-12	-2	8
Cc1ccc(S(=O)(=O)NCc2cccc([N+](=O)[O-])c2)cc1	nt	0.5	4	19	7	-5	nt	-6	-2
CCCNC(=O)c1onc(CSc2nc3ccccc3[nH]2)c1C(=O)NCCC	-20	1.5	20	5	-19	-2	-7	-5	5
O=S1(=O)CCOCCCN1Cc1ccccc1F	-15	-0.2	6	1	-8	-10	-12	1	11
CC(=O)Oc1ccccc1C(=O)Oc1ccccc1C(=O)O	1	0.5	16	-15	-5	-21	2	-3	1
CC(=O)c1cccc(NC(=O)c2ccc(N(C)S(=O)(=O)c3ccc(C)cc3)cc2)c1	4	7.7	-12	55*	10	8	-10	1	7
COc1cccc(CN(C)C(=O)CCN(c2ccccc2)S(=O)(=O)c2ccc(C)cc2)c1OC	-23	5.9	12	30	0	3	-19	-3	5
CC(=O)Nc1ccc(N(C(=O)CNC(=O)c2cccs2)C(C(=O)NCC2CCCO2)c2ccccc2)cc1 (stereo not drawn)	-1	0.4	-11	-6	-6	-5	-1	-5	2
CCOC(=O)C1=NN(c2ccc(C)cc2)CC1C(=O)OC (stereo not drawn)	0	3.4	26	-15	-7	-2	2	-6	0
CC1(c2ccccc2)NC(=O)N(CC(=O)Nc2ccc(Cl)c(S(=O)(=O)N3CCCCC3)c2)C1=O (stereo not drawn)	-1	1.3	19	-7	-9	-9	-7	-5	-1
CCOCC(=O)Nc1cccc(C(=O)OCC)c1	-12	0.5	19	-1	-4	-21	-1	-1	3
CCNc1nc(Oc2ccc(=O)n(-c3ccccc3)n2)nc(N2CCOCC2)n1	-1	0.7	18	-17	-7	-5	-4	-2	0
C[N+](C)(C)CCOC(=O)C1(c2ccccc2)CCCC1	8	0.7	16	-17	-12	99*	-7	-5	11
COc1cccc(C(=O)N2CCC(C(=O)NCc3ccco3)CC2)c1	-10	0.3	7	6	7	-10	-15	-1	2
CCOCCCn1c(SCC(=O)Nc2cccc(S(=O)(=O)NC3=NCCCCC3)c2)nc2ccccc2c1=O	-24	0.8	7	-18	-5	0	-2	-6	1
CCOCCCNC(=O)C(NC(=O)Cc1cccs1)c1ccccc1 (stereo not drawn)	-6	-0.1	-6	-16	-7	-1	6	-2	0
CCN1C(=O)[C@@H]2C(C(=O)c3cnccn3)=NN[C@@H]2C1=O	-12	0.3	10	-31	-8	-3	-6	-2	2
C/C(NCc1cccnc1)=C(\C#N)C(=O)NCc1ccccc1	-19	0.6	19	-6	-12	-12	-7	-3	6
Cc1cc(-c2ccccc2)nc2cc(C(N)=O)nn12	4	-0.7	-4	-21	2	-14	-5	-4	8
CCOC(=O)C1CCCN(C(=O)c2cccc3ccccc23)C1 (stereo not drawn)	-2	1.1	-9	-2	-11	-5	8	9	3
COc1ccc([N+](=O)[O-])cc1NC(=O)C(C)OC(=O)c1ccccc1C(=O)c1ccc(Cl)cc1 (stereo not drawn)	3	1.1	13	19	4	1	-3	-6	1
COc1ccc(CC(=O)N(C)CC(=O)Nc2c(C)cccc2C)cc1S(=O)(=O)N1CCOCC1	-16	0.0	0	7	-7	-1	-5	-2	3
COc1ccc(-c2coc3c(C)c4oc(=O)c(CCC(=O)O)c(C)c4cc23)cc1	-7	4.6	9	nt	-9	-6	-14	-5	nt
CC(C)Cn1cc(C(=O)N2CCN(c3ccccn3)CC2)c2c3ccccc3n(C)c2c1=O	-14	5.2	15	40	-5	12	-7	-1	17
CCOC(=O)C1(C)CCCN(C(=O)c2ccc(F)cc2Cl)C1 (stereo not drawn)	nt	1.4	24	-17	-10	-20	nt	-4	1
C(=N\Nc1ccccn1)/c1ccc(N2CCOCC2)cc1	-11	1.7	-6	-5	-10	-12	-5	-2	4
O=C(NCCc1ccccn1)c1cc(-c2ccccc2Cl)nc2ccccc12	-19	2.8	22	9	-8	-4	-3	-7	2
CC(C)(C)c1ccc(CC(=O)N2CCC2(C)C(=O)NCc2cccs2)cc1 (stereo not drawn)	nt	8.3	13	-17	-13	-16	nt	1	2
CCOC(=O)Oc1ccc2c(=O)c(Oc3cccc(C)c3)coc2c1	-3	1.7	-6	1	4	8	-8	-5	0
Cc1ccc(C(=O)N/C(=C\c2ccco2)C(=O)N2CCCCC2)cc1	-9	0.8	16	-16	-4	-8	2	0	1
CS(=O)(=O)c1ccc(Cl)c(NC(=O)CCNC(=O)c2ccco2)c1	-7	0.9	18	-8	-13	-7	-5	-1	2
COc1ccc(S(=O)(=O)NCC(c2cccnc2)N2CCN(Cc3ccccc3)CC2)cc1C (stereo not drawn)	-26	0.0	11	-11	-5	-13	-2	-7	0
OC[C@@H]1CN(Cc2cccc(C(F)(F)F)c2)C[C@H](n2cnc3c(NCc4ccc(F)cc4)ncnc32)O1	nt	8.0	-3	30	3	-1	nt	10	8
Cc1ccccc1C(=O)NCCNC(=O)c1ccco1	-12	-0.3	12	2	-3	-6	-3	-2	6
Cc1nc(=O)c(-c2ccccc2)c(C)n1CC1CCCO1 (stereo not drawn)	-8	0.6	9	-3	-14	-4	-10	-3	7
CN(C)C1=NC[C@H](Cc2ccccc2)N1CCc1ccc(F)cc1	-11	0.1	11	6	-13	10	-1	-8	2
CC1CC(=O)N(c2ccc(C(C)C)cc2)C(=O)C1	-1	0.9	12	-6	-2	-19	-10	2	-1
Cc1cccc(S(=O)Cc2ccc(C(=O)N3CCOCC3)o2)c1 (stereo not drawn)	18	0.0	0	-23	-5	-11	-7	0	2
CC(C)n1cnc2c(NCc3ccccc3)cc(OCC3CCN(C)CC3)cc21	-21	1.1	22	nt	-19	-3	-2	-10	nt
CCN(CC)S(=O)(=O)c1cc(-c2nnc(-c3ccc(Br)cc3)o2)ccc1Cl	-18	0.2	20	-1	-8	-7	-5	-2	0
COc1cccc(CN2CCNC(=O)C2CC(=O)NCCN2CCCCC2=O)c1 (stereo not drawn)	3	0.4	4	-15	16	-4	-9	-2	1
CC1(C)OCC(N)(CO)CO1	nt	-0.2	-2	8	4	-3	nt	0	1
O=C(CSc1nnc(-c2ccncc2)o1)Nc1cc(Cl)ccc1C(=O)O	-6	0.1	1	4	-10	-18	0	-2	0
O=C(NC1CCCCC1)c1ccc(CN2CCOCC2)cc1	-1	0.7	18	3	-6	-15	-5	-3	8
CCN1C(=O)C2(C(C#N)=C(N)Oc3c2c(C)nn3-c2ccccc2)c2ccccc21 (stereo not drawn)	-8	3.4	30	nt	-9	-8	-8	0	nt
O=C(CSc1nccn1-c1ccccc1)N1CCc2ccccc21	-10	0.7	21	-3	-18	-20	-10	-4	5
C[C@@H]1CN([C@H](C)CO)C(=O)CCCn2nncc2CO[C@H]1CN(C)C(=O)Nc1cccc2ccccc12	nt	0.4	4	-8	4	-8	nt	-3	1
Cc1sc2nc(CSCC(=O)N(C)c3ccccc3)[nH]c(=O)c2c1C	-15	3.2	18	29	-2	1	0	-6	4
COc1cccc(OC)c1OCC(O)CN1CCN(c2ccc(F)cc2)CC1 (stereo not drawn)	-16	1.3	-5	-22	-11	4	-11	-10	1
CCOC(=O)c1cc(C(=O)NC(C)c2ccccc2)c(=O)[nH]c1C (stereo not drawn)	0	0.2	6	0	-3	-10	-3	-3	6
Nc1nnc(CC(=O)N/N=C/c2ccc(-c3ccc(F)cc3)o2)s1	-11	0.9	16	-12	-10	-6	1	-3	0

In the list so far, nine have an aryl methoxy group:
SMILES	CHO parental Ca	CHO-K1 Ca ag	M1 PAM parental	TAAR1 antagonist	CHO-K1 Ca antag	CHRM1 antagonist	OXTR potentiate	CHRM1 agonist	TAAR1 agonist
CNC(=O)CCc1ccc(OC)cc1	-12	0.4	6	-8	-2	-14	-4	1	3
COc1cccc(CN(C)C(=O)CCN(c2ccccc2)S(=O)(=O)c2ccc(C)cc2)c1OC	-23	5.9	12	30	0	3	-19	-3	5
COc1cccc(C(=O)N2CCC(C(=O)NCc3ccco3)CC2)c1	-10	0.3	7	6	7	-10	-15	-1	2
COc1ccc([N+](=O)[O-])cc1NC(=O)C(C)OC(=O)c1ccccc1C(=O)c1ccc(Cl)cc1 (stereo not drawn)	3	1.1	13	19	4	1	-3	-6	1
COc1ccc(CC(=O)N(C)CC(=O)Nc2c(C)cccc2C)cc1S(=O)(=O)N1CCOCC1	-16	0.0	0	7	-7	-1	-5	-2	3
COc1ccc(-c2coc3c(C)c4oc(=O)c(CCC(=O)O)c(C)c4cc23)cc1	-7	4.6	9	nt	-9	-6	-14	-5	nt
COc1ccc(S(=O)(=O)NCC(c2cccnc2)N2CCN(Cc3ccccc3)CC2)cc1C (stereo not drawn)	-26	0.0	11	-11	-5	-13	-2	-7	0
COc1cccc(CN2CCNC(=O)C2CC(=O)NCCN2CCCCC2=O)c1 (stereo not drawn)	3	0.4	4	-15	16	-4	-9	-2	1
COc1cccc(OC)c1OCC(O)CN1CCN(c2ccc(F)cc2)CC1 (stereo not drawn)	-16	1.3	-5	-22	-11	4	-11	-10	1

From PubChem
